# Screening data deposited in PubChem by several laboratories.
# PG9 binder = small molecules binding HIV-1 gp120 antibody PG9 | 360,000 compounds, 0.43% hits | TR-FRET gp120-PG9 antibody binding | AID 624416 | inhibition, % at 6.7 µM; in the data active = inhibition above about 8.5%
# UHRF1 binding = human UHRF1 methylated DNA binding inhibitors. Q96T88. UHRF1 binding to methylated oligo, TR-FRET. 370,000 compounds, 0.75% hits. inhibition, % at 4.4 µM. AID 687016; in the data active = inhibition above about 21%;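 note: UHRF1 SRA domain binding a hemimethylated CpG hairpin DNA probe; 0% = median of test compound wells and 100% = reference inhibitor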
# TCR-CD3 inh = human TCR-CD3 binding inhibition; TAMRA-labeled TCR probe fluorescence, biochemical; inhibition, % at 9.4 µM; 360,000 compounds, 0.37% hits; AID 651800; in the data active = inhibition above about 19%;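 note: recombinant mutant TCR 2C K166C tagged with TAMRA read by polarization; 0% = receptor in buffer alone and 100% = receptor with positive control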
# rCAG binder = molecules binding r(CAG) RNA repeats. r(CAG) RNA repeat, TO-PRO-1 dye displacement fluorescence. 370,000 compounds, 1.3% hits. AID 651821. inhibition, % at 3 µM;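 active = inhibition above the plate cutoff, the mean of all test compounds on that plate plus 3 SD, cut at about 35% in these data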;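 note: 0% = DMSO alone and 100% = 100 µM mitoxantrone as full dye displacement; higher means more dye released from RNA so lower well fluorescence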
# PRMT1 inh = inhibitors of human PRMT1. Q99873. recombinant PRMT1, activity-based probe fluorescence polarization. inhibition, % at 2.79 µM. 370,000 compounds, 1.3% hits;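 active = inhibition above about 21% made by adding two undisclosed values, limit read from the data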
# Target sequence (Q99873 whole entry, looked up): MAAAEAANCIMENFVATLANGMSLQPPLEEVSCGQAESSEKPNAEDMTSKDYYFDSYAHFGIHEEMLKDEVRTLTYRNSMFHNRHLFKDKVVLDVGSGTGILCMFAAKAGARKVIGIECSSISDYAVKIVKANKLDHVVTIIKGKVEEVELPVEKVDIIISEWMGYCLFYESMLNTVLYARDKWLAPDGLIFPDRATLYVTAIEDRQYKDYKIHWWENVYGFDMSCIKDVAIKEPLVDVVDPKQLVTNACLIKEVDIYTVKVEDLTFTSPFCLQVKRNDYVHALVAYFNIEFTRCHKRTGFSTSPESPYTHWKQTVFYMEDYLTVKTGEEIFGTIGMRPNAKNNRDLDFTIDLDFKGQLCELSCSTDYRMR
# HTRA1 inh = blocks human HTRA1 serine peptidase | Q92743 | recombinant HTRA1, FP-rhodamine activity-based probe, fluorescence polarization | inhibition, % at 5.96 µM | 340,000 compounds, 0.5% hits; in the data active = inhibition above about 36%;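 note: 0% = enzyme with DMSO and 100% = wells lacking enzyme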
# NR1D1 modulator = modulators of human Rev-erb alpha DNA binding. Rev-erbα–FITC-DNA binding, fluorescence polarization, 90 min. activity, % at 10 µM. 370,000 compounds, 0.79% hits. AID 1259318;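 active = activity above about 14%, limit read from the data; passing the limit was not always enough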;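 note: 0% = DMSO wells with 35 nM protein and 100% = DMSO wells with 750 nM protein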
# MBD2 inh = blocks human MBD2 binding to methylated DNA. Q9UBB5. TR-FRET, MBD2 binding to methylated oligonucleotide. inhibition, % at 4.4 µM. 370,000 compounds, 0.31% hits. AID 686964; in the data active = inhibition above about 13%
# Target sequence (Q9UBB5 whole entry, looked up): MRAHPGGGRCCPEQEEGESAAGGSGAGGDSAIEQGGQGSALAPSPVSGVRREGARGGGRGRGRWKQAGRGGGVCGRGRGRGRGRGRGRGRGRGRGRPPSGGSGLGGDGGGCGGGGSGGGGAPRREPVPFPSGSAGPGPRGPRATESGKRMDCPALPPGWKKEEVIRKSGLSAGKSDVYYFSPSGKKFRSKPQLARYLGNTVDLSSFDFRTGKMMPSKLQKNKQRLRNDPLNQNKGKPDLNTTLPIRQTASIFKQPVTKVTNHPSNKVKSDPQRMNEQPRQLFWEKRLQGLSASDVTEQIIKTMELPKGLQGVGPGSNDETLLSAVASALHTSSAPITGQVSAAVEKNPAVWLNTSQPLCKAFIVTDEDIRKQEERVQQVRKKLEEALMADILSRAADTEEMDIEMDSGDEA
# LEDGF integ inh = blocks HIV-1 LEDGF/p75-dependent DNA integration. TR-FRET IN-LEDGF/p75 DNA integration, Eu/Cy5. inhibition, % at 3.7 µM. 370,000 compounds, 0.64% hits;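 active = inhibition above the screen-wide mean plus 3 SD, cut at about 13% in these data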;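 note: signal is the Cy5 over europium emission ratio at 671 and 618 nm; 0% = plate median of compound wells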
# mABHD4 FP = ABHD4 (mouse) inhibition, primary FP screen. Q8VD66. purified mABHD4, FP-Rh probe fluorescence polarization. inhibition, % at 8.92 µM. 370,000 compounds, 0.54% hits;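 active = inhibition exceeding the mean over every tested compound plus 3 SD, cut at about 30% in these data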;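 note: 0% = plate median of compound wells and 100% = S159A mutant with DMSO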
#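 Assay system: Wild-type mouse ABHD4 protein | Medium: HEPES pH 7.0 buffer, 150 mM NaCl, 0.01% Pluronic F-127 | Incubation: Enzyme–compound pre-incubation 45 min, then probe 60 min, both 25 °C | Technique: Fluorescence polarization with parallel and perpendicular emission, 525/598 nm | Evaluation: % inhibition of FP-Rh probe binding versus controls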
# Active calls of the source: *; . = no result given; & = joins results of further samples. Some of the compounds tested, so the mix of outcomes need not match the whole.
SMILES,PG9 binder,UHRF1 binding,TCR-CD3 inh,rCAG binder,PRMT1 inh,HTRA1 inh,NR1D1 modulator,MBD2 inh,LEDGF integ inh,mABHD4 FP
CCCS(=O)(=O)N1CCC(C(=O)N2CCC3(CC2)OCCO3)CC1,0.1,6,-4,0,-2,8,-2,-7,-5,0
COc1ccc(-c2cc(=Nc3cccc(C(=O)O)c3)c3cc(C)ccc3o2)cc1,-1.6,-4,6,11,-3,-21,-9,2,7,1
O=C(NCCN1CCCCC1)c1ccc(Cl)nc1Cl,-1.0,1,2,3,2,1,-5,6,-3,6
CN(C)CCN=Cc1c(O)n(Cc2ccc3c(c2)OCO3)c(=S)[nH]c1=O,-0.5,-1,8,2,0,-6,4,-5,4,1
Cc1cc(C=O)c(C)n1C(C)C,-2.1,-2,3,-2,-5,6,-8,3,1,2
O=[N+]([O-])c1ccc(N2CC2)c([N+](=O)[O-])c1,0.8,-10,4,3,-6,-1,7,-8,5,4
COc1ccccc1N1CCN(Cc2ccc(Br)s2)CC1,-0.9,0,-2,-5,0,3,2,-7,6,6
NNc1n[nH]c(=S)n1N,0.1,1,13,-3,16,9,3,1,-3,7
CC(=O)N(C1=NCCCS1)c1ccc(F)cc1,-1.7,2,4,0,-3,6,0,0,1,9
O=[N+]([O-])c1cc([As](=O)(O)O)ccc1O,-1.0,5,0,1,3,5,3&6,2,2,2
CC[C@H]1c2ccccc2[C@@H]2CC[C@H]1N2c1ccccc1,-0.4,0,6,1,0,.,1,-6,-2,1
Cc1cc(O)c(CN2CCN(c3ccccc3)CC2)cc1C,-1.8,-2,8,-4,-1,-4,1,3,-3,3
Cc1ccc(/C=C2\C(=O)NC(=S)N(c3cccc(F)c3)C2=O)o1,-1.8,3,-27,45*,29*,15,-5,6,4,14
N#CCCn1cc(C(=O)Nc2ccc([N+](=O)[O-])cc2)c(-c2ccccc2)n1,-1.0,-3,-1,4,-5,-9,-2,0,0,1
C[N+]1(C)CCN(c2ccccc2)CC1,-0.5,0,-2,0,-2,0,0,4,1,0
COc1ccc(OC)c(CC(=O)O)c1,2.1,-5,1,-1,-2,3,-4,-4,4,4
Cc1nc(C)c(C(=O)NN=Cc2ccc(N(CCCl)CCCl)cc2)s1,-1.8,-3,-2,5,-2,2,4,-3,-2,3
CS(=O)(=O)c1ccc(C2=C(CNC(=O)c3cccs3)[C@H]3CC[C@@H](C2)N3Cc2ccccc2)cc1,-2.2,0,-1,1,1,1,0,3,4,8
CCOC(=O)[C@]12Cc3cc(C)ccc3[C@H]1N(C)C(=O)c1ccccc12,0.4,0,-4,0,-1,.,-5,0,-5,1
Cc1[nH]c2ccccc2c1C(=O)C(=O)N1CC2CC(C1)c1cccc(=O)n1C2 (stereo not drawn),0.1,0,5,-1,0,4,2,0,-5,1
CC1CCC(C(=O)NC(C(=O)N2CCC3(CC2)OCCO3)C(C)C)CC1 (stereo not drawn),1.0,4,-2,-9,0,3,1,1,0,-9
CC(=O)c1ccc(OCC(=O)N2CCCC(N3CCN(c4ccccc4C)CC3)C2)cc1 (stereo not drawn),-1.4,1,3,-7,-5,2,-4,-5,2,1
CCCn1cc(C(=O)O)cn1,-1.8,-2,2,-2,3,-1,3,2,4,1
Cc1ccc(-n2c(O)c(C=NC3CCCC3)c(=O)[nH]c2=O)c(C)c1,-1.8,2,-3,-5,2,3,0,-2,-5,1
Cc1ccc2c(c1)[C@@H]1CN(C)CC[C@@H]1N2C(=O)Nc1cccc(C(F)(F)F)c1,-0.5,-4,3,-5,-5,3,-2,1,2,1
C[C@]1(O)CCC2C3CC[C@@H]4CC(=O)CC[C@]4(C)C3CC[C@@]21C (stereo partly drawn),-0.3,-2,-5,-1,1,-5,0,3,-2,6
O=S(=O)(c1ccccc1)C1CN1c1c(F)c(F)c(F)c(F)c1F (stereo not drawn),-1.6,0,6,1,2,.,0,-2,-1,3
Cc1nc(SCc2c(Cl)cccc2Cl)nc(OC(=O)N(C)C)c1C,1.3,4,-2,-6,4,-15,4,2,0,-4
COC(=O)c1ccc(NC(=O)CSc2nc3ccc(N4C(=O)C5C6C=CC(C6)C5C4=O)cc3s2)cc1 (stereo not drawn),-2.2,-5,5,15,1,-48,-1,-1,2,-43
O=c1[nH]c(=O)n(Cc2ccco2)c(O)c1C=NCc1ccc2c(c1)OCO2,-0.1,3,0,9,23*,7,-3,-3,12,-4

# Five compounds out of the list, arranged by heavy-atom count, low to high.
SMILES,PG9 binder,UHRF1 binding,TCR-CD3 inh,rCAG binder,PRMT1 inh,HTRA1 inh,NR1D1 modulator,MBD2 inh,LEDGF integ inh,mABHD4 FP
C[C@]1(O)CCC2C3CC[C@@H]4CC(=O)CC[C@]4(C)C3CC[C@@]21C (stereo partly drawn),-0.3,-2,-5,-1,1,-5,0,3,-2,6
CC1CCC(C(=O)NC(C(=O)N2CCC3(CC2)OCCO3)C(C)C)CC1 (stereo not drawn),1.0,4,-2,-9,0,3,1,1,0,-9
Cc1[nH]c2ccccc2c1C(=O)C(=O)N1CC2CC(C1)c1cccc(=O)n1C2 (stereo not drawn),0.1,0,5,-1,0,4,2,0,-5,1
CS(=O)(=O)c1ccc(C2=C(CNC(=O)c3cccs3)[C@H]3CC[C@@H](C2)N3Cc2ccccc2)cc1,-2.2,0,-1,1,1,1,0,3,4,8
COC(=O)c1ccc(NC(=O)CSc2nc3ccc(N4C(=O)C5C6C=CC(C6)C5C4=O)cc3s2)cc1 (stereo not drawn),-2.2,-5,5,15,1,-48,-1,-1,2,-43

# New compounds follow:
SMILES,PG9 binder,UHRF1 binding,TCR-CD3 inh,rCAG binder,PRMT1 inh,HTRA1 inh,NR1D1 modulator,MBD2 inh,LEDGF integ inh,mABHD4 FP
CN1C(=O)C(C)(C2=CCCCC2)C(=O)NC1=S (stereo not drawn),-1.1,0,5,3,0,0,6,-1,-4,1
COc1cccc(C(c2nnnn2-c2ccc3c(c2)OCCO3)N2CCC(n3c(=O)[nH]c4ccccc43)CC2)c1OC (stereo not drawn),-2.0,5,-3,13,4,.,-1,-1,2,-22
CCCn1ncc(CN2CCCC(C(=O)c3cccc(OC)c3)C2)c1C (stereo not drawn),-2.6,-1,1,-8,-1,3,-3,-1,0,1
COC(=O)C1=C(c2ccc(-c3ccccc3)c(F)c2)C[C@@H]2CC[C@H]1N2C(=O)N1CCC(O)CC1,-1.3,3,4,-5,3,-5,0,-3,0,-7
CC(C)CCNC(=O)c1cc(C(=O)c2cc(F)ccc2O)cn(CCC(C)C)c1=O,-2.0,2,2,-2,-3,5,-7,0,1,0
CCn1cc(C(=O)c2ccccc2)c2ccccc21,-2.4,-2,4,0,-2,-6,3,0,-1,-6
Cc1nn(Cc2ccccc2)c(Cl)c1C(=O)OCC(=O)NCC1CCCO1 (stereo not drawn),1.7,1,4,-7,1,-8,4,7,0,6
CCC1(CC(C)c2ccccc2)C(=O)NC(=O)NC1=O (stereo not drawn),-0.5,-2,1,2,-2,6,-4,-1,-1,0
Cc1ccc(NC(=S)NCCc2cnc[nH]2)cc1C,1.5,-2,5,0,-4,2,3,-1,2,-3
CN1C(=O)N(C)C(=O)C2(Cc3cc(N)ccc3N3CCN(c4ccccc4F)CC32)C1=O (stereo not drawn),-2.2,2,-4,11,12,.,1,-4,12,-1
Nc1ccc(Cc2ccc(N)c(Cl)c2)cc1Cl,-0.1,0,-1,5,0,1,-3,0,0,-3
Cc1ccc2c(c1)C1CN(C)CCC1N2C(=O)CCCN1C(=O)c2cccc3cccc(c23)C1=O (stereo not drawn),-2.0,-7,-3,7,0,-10,-8,-2,1,-2
O=C(COC(=O)Cc1ccccc1)Nc1ccc(SC(F)F)cc1,-1.3,1,-2,1,2,-6,2,-4,-2,-2
CCCCSC1=NN1c1nc(N)nc(C)c1CC,-0.5,5,-5,5,3,-2,0,0,1,1
Cc1ccc(C(=O)Nc2ccc(-n3ccnc3P(=O)(O)c3ccccc3)cc2)cc1,1.4,-2,5,0,0,-5,-5,-2,-1,1
COc1ccccc1CCNC1CCC(C(C)(C)C)CC1 (stereo not drawn),0.9,6,-4,9,0,3,2,-1,2,13
O=C(N=Nc1c(O)[nH]c(=O)[nH]c1=O)C1COc2cc3ccccc3cc2O1 (stereo not drawn),0.2,-12,6,-1,0,.,8,-1,4,2
CC(C)[C@H]1C(=O)O[C@@H]2CCN3CC=C(COC(=O)[C@](C)(O)[C@]1(C)O)[C@H]23,-0.8,-2,-4,-4,-6,0,-3,1,3,-3
Nc1ccc(-c2ccccc2)cc1,2.5,-1,1,3,0,9,6,1,-3,4
Cn1c(O)c(C2=NN(C(=O)CCl)C(c3ccccc3)C2)c(=O)n(C)c1=O (stereo not drawn),-3.8,-2,-6,5,-1,-1,6,2,1,3
Fc1ccc(CN2CCN(c3ccc(Cl)cc3)CC2)cc1,1.9,1,6,-5,0,0,-6,-2,-1,-1
CCCC(C)C1(CC)C(=O)NC(=O)N=C1N (stereo not drawn),-2.0,1,-1,2,-5,-6,-4,2,0,3
OC1C2CN3CN(C2)CC1(c1ccccc1)C3 (stereo not drawn),0.6,2,1,-3,-1,-1,7,-2,-7,7
COC(=O)C1=Nc2ccccc2/C1=C\c1c(O)n(-c2cc(OC)ccc2OC)c(=O)[nH]c1=O,-0.8,12,-1,12,0,-8,2,-1,1,1
CC1CN=C(Nc2ccccc2)S1 (stereo not drawn),-0.9,2,6,-2,-1,0,2,0,-2,5
COc1cc2c(cc1O)C[C@H]1c3c(cc(O)c(OC)c3-2)CCN1C,-1.8,0,-3,3,-1,1,4,-1,3,19
COc1ccc(CCNC(=O)COC(=O)Cc2ccccc2)cc1,-1.3,-1,-1,-8,-3,-2,0,-5,3,-3
CCCC[n+]1cc(=N)o[n-]1,-1.5,1,5,-4,4,6,-1,-5,-3,5
C#CC[N+]1(C)[C@@H]2CC(OC(=O)C(CO)c3ccccc3)C[C@H]1C(O)C2 (stereo partly drawn),0.7,-1,2,0,1,2,-5,3,-4,-2
Cn1c(=O)c2c(nc(N/N=C/c3c(O)n(C4CCCCC4)c(=S)[nH]c3=O)n2C)n(C)c1=O,-6.1,1,8,26,5,8,-4,-1,-3,21
COC(=O)C1=C(c2cccc(OCc3ccccc3)c2)C[C@@H]2CC[C@H]1N2C(=O)NCc1ccc(OC)cc1,-0.2,-2,1,2,-1,-35,3,2,0,-2
COP(=O)(NC(C)=O)SC (stereo not drawn),0.6,1,-2,0,2,2,-1,5,-6,1
CCCCn1c(O)c(C=NCCCn2ccnc2)c(=O)[nH]c1=O,-0.6,1,6,1,-4,1,4,-3,0,4
O=C(COC(=O)Cc1ccccc1)Nc1cc(S(=O)(=O)N2CCOCC2)ccc1N1CCCC1,-2.1,4,0,6,-1,1,3,3,-4,3
CC1=C(C(=O)N2CCC3(CC2)OCCO3)C2(CCC(C)CC2)OC1=O (stereo not drawn),-2.5,-1,-3,-4,0,1,0,1,1,1
CCCc1nc2ccccc2c(=O)n1-c1ccc(O)cc1,-0.5,-1,6,-4,0,-13,2,0,1,-4
O=C(NC1CN2CCC1CC2)c1cc(-c2ccc(Cl)cc2)nc2ccccc12 (stereo not drawn),.,-9,.,15,-2,.,-5,-6,-6,8
COC(=O)C1=C(c2cccc(OC)c2OC)C[C@@H]2CC[C@H]1N2C(=O)NCc1ccco1,0.6,-3,-4,-1,0,-3,1,0,0,-3
C1=NCCCN2CCCCC12 (stereo not drawn),-3.9,0,4,2,-2,3,5,2,-1,1
C=CC(=O)OCCO,-0.8,1,4,0,2,9,4,-4,1,2
CC(C)OC(=O)Cc1ccccc1,-0.9,0,0,1,-1,5,1,1,0,3
